# KOR beta-arrestin-1: KOR antagonists, beta-arrestin recruitment, cell-based, luminescence, uHTS (AID 1778); KOR beta-arrestin recruitment, luminescence, antagonist mode; higher % means a stronger effect; 0.091% of 290,000 active; inhibition, % at 10 µM, or IC50 in µM where a hit was titrated; in the data active means inhibition above about 50%; further: strong numbers were not always called active
# KOR beta-arrestin-2: KOR agonists, beta-arrestin recruitment, primary screen, cell-based, luminescence, uHTS (AID 1777). KOR beta-arrestin recruitment, luminescence; higher % means a stronger effect. activation, % at 10 µM, or EC50 in µM where a hit was titrated. 0.02% of 280,000 active; in the data active means activation above about 50%, passing the limit was not always enough; further: a part of the inactive calls stands beside numbers as strong as those of hits
# GPR55 LPI antagonism: inhibition of LPI-stimulated GPR55 beta-arrestin translocation – imaging, U2OS, beta-arrestin-GFP, LPI agonist, primary screen (AID 2013). U2OS GPR55 beta-arrestin-GFP translocation imaging, LPI antagonism; higher % means a stronger effect. inhibition, % at 10 µM, or IC50 in µM where a hit was titrated. 0.13% of 290,000 active;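 active means spots per cell inhibited over 60%, with over 100 cells counted and total cytoplasm intensity under 500,000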;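 further: U2OS cells stably carrying GPR55 and arrestin-GFP stimulated by 5 µM LPI near EC80; imaged beta-arrestin-GFP aggregate spots per cell after agonist stimulation; plate controls were LPI-stimulated DMSO wells for no effect and DMSO wells without LPI for full effect; some results filed as inactive read as strong as hits; confirmed hits need IC50 under 10 µM and bright autofluorescent wells are also inconclusive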
# T cell HTS: T cell immune modulators affecting CD8 T cell-vesicle binding | 2C CD8+ T cell-vesicle binding, flow cytometry; active compounds read low | calls only at 7 µM | 0.068% of 330,000 active;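 active means response, share of CD8 T cells binding vesicles, and their 90th percentile fluorescence all below set limits, cut at about 80% in these data, passing the limit was not always enough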
#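 Also added: QL9-peptide-loaded Drosophila micro-vesicles bearing Ld, ICAM-1 and B7-1; Test system: purified 2C TCR transgenic mouse naive CD8+ T cells; Measured by: cytometric PE anti-B7-1 and Alexa647 anti-CD8 signals after 1% paraformaldehyde fixation; Timing: binding step 1.5 h, 37 °C, antibody labelling 20 min, ice.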
# GPR55 activation: selective activators of receptor GPR55 – imaging, U2OS cells, beta-arrestin-GFP redistribution, primary screen (AID 1961). U2OS GPR55 beta-arrestin-GFP redistribution imaging; higher % means a stronger effect. 0.048% of 290,000 active. activation, % at 10 µM; hits with a dose series show EC50 in µM;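 active means activation above 40% with more than 50 cells counted in the well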;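 further: U2OS osteosarcoma cells stably expressing GPR55 and beta-arrestin-GFP; plate controls were DMSO negative control for no effect and LPI positive control for full effect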
# PhoP inhibition: PhoP-dependent GFP reporter repression – Salmonella Typhimurium, primary screen (AID 1863); S. Typhimurium PhoP-regulated promoter GFP reporter, 4 h; higher % means a stronger effect; inhibition, % at 50 µM; hits with a dose series show IC50 in µM; 0.16% of 300,000 active;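 active means inhibition over 29.93%, a cutoff 3 SD above the screen mean, later confirmed by dose response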;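 further: 0% = low Mg2+ inducing control and 100% = high Mg2+ repressing control; strong numbers were not always called active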
# NTR1 ag: agonists of NTR1, primary screen, imaging, U2OS cells, beta-arrestin-GFP, high content (AID 493036); P30989; NTR1-U2OS beta-arrestin-GFP spot imaging, agonist mode; activation, % at 20 µM; 0.17% of 330,000 active;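 active means activation at or above 40% of the spot to cytoplasm intensity ratio, with at least 20 cells analyzed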;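 further: 0% = DMSO without peptide and 100% = 100 nM NTR1 peptide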
# Target sequence (P30989 whole entry, looked up): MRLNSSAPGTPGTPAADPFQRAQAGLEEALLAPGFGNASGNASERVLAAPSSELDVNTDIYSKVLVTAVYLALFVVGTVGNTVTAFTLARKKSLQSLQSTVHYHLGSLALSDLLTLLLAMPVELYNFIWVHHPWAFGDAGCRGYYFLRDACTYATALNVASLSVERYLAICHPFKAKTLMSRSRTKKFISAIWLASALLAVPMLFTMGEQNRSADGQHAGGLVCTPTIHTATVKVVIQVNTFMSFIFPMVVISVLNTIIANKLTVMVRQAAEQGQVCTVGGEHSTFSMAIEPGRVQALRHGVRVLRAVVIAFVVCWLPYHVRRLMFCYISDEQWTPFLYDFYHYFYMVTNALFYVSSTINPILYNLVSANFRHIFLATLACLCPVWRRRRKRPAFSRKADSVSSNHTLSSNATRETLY
# GPR35 antagonists: GPR35 antagonists blocking zaprinast-driven arrestin recruitment, primary screen, imaging, U2OS, beta-arrestin-GFP, zaprinast agonist (AID 2058); U2OS GPR35 beta-arrestin-GFP translocation imaging, zaprinast antagonism; higher % means a stronger effect; inhibition, % at 10 µM; hits with a dose series show IC50 in µM; 0.052% of 290,000 active;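 active means inhibition of at least 50% with at least 30 cells and total cytoplasm GFP at most 10,000,000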
# West Nile virus CPE: West Nile virus antiviral activity, cell-based, CPE readout (AID 1621). CPE inhibition, % at 10 µM; hits with a dose series show IC50 in µM. 0.02% of 290,000 active. West Nile virus-infected cells, CPE inhibition; higher % means a stronger effect; in the data active means a potency from the dose series; further: strong numbers were not always called active
# T cell HTS vesicle-bound %: further read-out of T cell HTS, marked with its call; double positive events, %; measured here: CD8+ vesicle-bound cell fraction;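 binding gate set so that unloaded-vesicle control wells show 10% double positive cells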
# NTR1 ag cell count 20 µM: further read-out of NTR1 ag, marked with its call; cell count; measured here: cell count, cytotoxicity flag
# The depositor's hits bear a star; i = inactive; x = no result given; [ ] = remark or other dose.
# Under each structure: KOR beta-arrestin-1	KOR beta-arrestin-2	GPR55 LPI antagonism	T cell HTS	T cell HTS vesicle-bound %	GPR55 activation	PhoP inhibition	NTR1 ag	NTR1 ag cell count 20 µM	GPR35 antagonists	West Nile virus CPE
CCN1CCN(C(=O)C2(NC(=O)Nc3cccc(F)c3)CCCCC2)CC1
→ -42%	-3.4%	5%	i	16	0.7%	-5%	-0.3	37	11%	0.7%
NC1=C([N+](=O)[O-])C(c2ccc(F)cc2)C2=C(CCCC2=O)O1 (stereo unspecified)
→ 12%	-0.4%	9%	i	37	-0.2%	-5%	-1.9	84	6%	0.0%
COc1ccc(CN2CCN(Cc3cccc(OC)c3)C(CCO)C2)cc1 (stereo unspecified)
→ 11%	x	-4%	i	47	0.1%	2%	0.4	38	6%	-0.8%
COC(=O)C1=C(C)N(c2ccc(OC)c(OC)c2)C(=O)/C1=C\c1ccco1
→ 4%[20 µM]	-3.3%	-20%	i	53	0.2%	-3%	0.8	73	14%	0.1%
COc1cc2sc3ccc(C#Cc4ccccn4)cc3c(=O)c2cc1OC
→ x	x	x	i	34	x	-9%	9.6	90	x	-0.3%
CCOc1c(O)ccc(C2NC(=O)NC(C)=C2C(=O)OC)c1[N+](=O)[O-] (stereo unspecified)
→ -25%	6.0%	-16%	i	20	-0.4%	-4%	0.4	49	-12%	0.1%
CN(C)c1ccc(NC2=C(Cl)C(=O)c3ccccc3C2=O)cc1
→ 28%	-2.6%	18%	i	41	-0.1%	20%	-1.4	73	-5%	-0.7%
O=C(c1cccc(F)c1)N1CCCC(C(=O)N2CCCCC2)C1 (stereo unspecified)
→ 4%	-4.2%	-11%	i	22	0.3%	11%	-1.9	64	1%	0.0%
CNS(=O)(=O)c1ccc(NC(=O)c2ccc(Cl)cc2Cl)cc1
→ -22%	-0.5%	12%	i	55	0.1%	12%	-2.5	67	1%	0.1%
CC(C)CNC(=S)NNC(=O)c1csc2ccccc12
→ -8%	-0.4%	-2%	i	45	-0.1%	-6%	1.1	63	-18%	-0.9%
CCCCN(C)C(=O)C1CCN(Cc2ccccn2)CC1
→ -12%	5.0%	-12%	i	31	0.7%	2%	-0.4	70	-1%	1.0%
O=C1c2ccccc2C(=O)C1c1nccc2ccccc12
→ 23%	-2.1%	-9%	i	32	0.0%	-22%	-0.2	40	2%	-0.1%
COCCNC(=O)Cn1cnc2c1c(=O)n(C)c(=O)n2C
→ x	x	13%	i	49	0.5%	-4%	-0.5	52	-2%	0.7%
O=C(Nc1cccc(Cl)c1)OCc1cn(-c2ccccc2)nn1
→ 10%	-2.6%	10%	i	48	-0.3%	-7%	2.8	94	-22%	-0.7%
Cc1ccc2cc(C(c3nnnn3C3CCCC3)N3CCOCC3)c(=O)[nH]c2c1C (stereo unspecified)
→ 5%	-2.2%	1%	i	29	-0.3%	2%	1.4	92	-1%	0.1%
COc1nnc(-c2ccc(C)c(S(=O)(=O)NC(C)C)c2)c2ccccc12
→ 21%	-3.0%	0%	i	19	-0.1%	-3%	0.2	46	2%	-0.6%
CCNC(=O)CC1C(=O)N(c2ccc(OC)cc2)C(=O)N1CCOC (stereo unspecified)
→ 27%	1.4%	-10%	i	29	0.0%	-7%	-1.3	82	-9%	0.9%
O=C(NCc1ccc2c(c1)OCO2)C1CC(=O)N(CCc2ccccc2)C1 (stereo unspecified)
→ -8%	-12%	2%	i	35	-0.1%	9%	-2.2	80	9%	-0.1%
CC12COC3(C(=O)Nc4ccc(Cl)cn4)CC1CCC32C (stereo unspecified)
→ -29%	3.9%	-14%	i	51	-0.5%	6%	-1.2	80	11%	0.4%
N#Cc1cc(N)ccc1Sc1ccccc1
→ -25%	1.7%	-14%	i	60	0.3%	-2%	-5.1	89	2%	0.6%
c1ccc2[nH]c(NN=C3CCCCCC3)nc2c1
→ 36%	-6.4%	-2%	i	42	0.0%	-11%	0.7	56	0%	-0.4%
O=C(NC(Cc1c[nH]c2ccccc12)C(=O)O)c1ccccc1 (stereo unspecified)
→ -29%	-4.7%	2%	i	26	-0.4%	1%	4.5	88	4%	0.2%
COc1ccc(NC(=S)N2CCN(S(C)(=O)=O)CC2)cc1
→ -14%	0.8%	16%	i	12	0.1%	-2%	-1.5	63	-4%	-0.3%
CCc1nnc(NC(=O)c2ccc(S(=O)(=O)N(CCOC)CCOC)cc2)o1
→ 8%	9.6%	11%	i	38	-0.1%	7%	1.8	52	2%	-0.4%
CCOP(=O)(OCC)C(Nc1ccccn1)c1ccccc1 (stereo unspecified)
→ 1%	0.4%	3%	i	53	-0.2%	12%	1.7	62	5%	0.7%
Cc1ccc(C(=O)Nc2c(C#N)c(C)c(C)n2Cc2ccccc2)cc1
→ 5%	1.7%	3%	i	18	-0.1%	1%	0.6	62	0%	-0.2%
CCCc1nn(C)c(C(=O)Nc2ccc(CC)cc2)c1Cl
→ -3%	2.3%	3%	i	44	0.8%	1%	2.2	56	6%	-0.8%
CCn1c(SCC(=O)Nc2nncs2)nnc1C(C)NC(=O)c1ccccc1Br (stereo unspecified)
→ -22%	-0.8%	-12%	i	20	0.3%	2%	-0.8	57	3%	-0.1%
CCc1ccc(NC(=O)CS(=O)CC(=O)Nc2ccc(-n3cnnn3)c(C)c2)cc1 (stereo unspecified)
→ -56%	2.2%	4%	i	15	-0.2%	-3%	0.0	63	1%	-0.2%
O=C(NCc1ccccn1)c1nnc(Cc2ccc(Cl)cc2)o1
→ -7%	1.2%	5%	i	31	0.3%	4%	4.4	55	-7%	x
O=C1NC(C(=O)O)=CC(c2ccc([N+](=O)[O-])cc2)N1 (stereo unspecified)
→ -17%	6.1%	5%	i	39	-0.2%	-9%	1.4	63	11%	-0.2%
COCCCNC(=O)Cn1ncc2ccsc2c1=O
→ 12%	1.6%	-5%	i	31	0.2%	2%	0.3	70	6%	x
CCOc1ccc(S(=O)(=O)NCCC(=O)NCc2ccco2)cc1
→ 9%	2.9%	-8%	i	27	-0.2%	-1%	-4.4	104	9%	-0.4%
O=C(CSc1nnnn1C1CCCCC1)NCc1ccco1
→ 38%	-4.4%	6%	i	44	-0.1%	-2%	-0.4	62	-8%	-0.3%
CCOC(=O)n1c(=O)n(Cc2ccccc2Cl)c2ccccc21
→ -24%	3.0%	7%	i	15	-0.1%	-2%	1.1	77	-20%	-0.2%
Cc1ccccc1SCC(=O)NCCCn1ccnc1
→ -30%	0.3%	6%	i	22	-0.2%	1%	1.2	43	-7%	0.1%
Oc1cccc(/C=N/NC(=S)NCCN2CCOCC2)c1O
→ 7%[20 µM]	-3.4%	16%	i	40	0.5%	-1%	1.1	30	-12%	-0.8%
CC[n+]1c(C)cc2c(sc3ccccc32)c1C
→ -10%	-5.8%	8%	x	x	-0.5%	4%	x	x	13%	2.2%
CCCCCCCCC(=O)Nc1cc(C)ccc1OC
→ 5%	-3.3%	9%	i	39	-0.2%	2%	-0.9	87	-8%	-0.4%
Cc1ccoc1C(=O)Nc1ccc(CC(=O)O)cc1
→ 4%	3.7%	4%	i	13	-0.1%	-5%	-1.0	81	3%	-0.3%
O=C(Nc1cc(Cl)ccc1Oc1ccccc1)c1cnccn1
→ 68%	6.7%	-4%	i	23	-0.1%	-1%	5.2	48	16%	0.2%
CC(C)Cn1c(N)c(C(=O)COC(=O)COc2cccc(C(F)(F)F)c2)c(=O)n(C)c1=O
→ -7%	0.7%	2%	i	6	-0.1%	-9%	1.7	43	0%	-0.6%
COc1ccc(CNC(=O)CCC(=O)n2ncc3cc(C)ccc32)cc1
→ -1%[20 µM]	-9.0%	-2%	i	44	0.0%	x	0.2	102	1%	-0.3%
CC(=O)c1ccc(N=Nc2ccc(N(C)C)cc2)cc1
→ -6%	1.5%	-3%	i	52	0.7%	2%	-0.8	103	-17%	-0.6%
COc1ccc(/C=N/N2CCOCC2)cc1COc1ccc(F)cc1
→ -16%	-3.1%	3%	i	32	0.0%	-7%	-0.5	81	-11%	0.4%

# Ordered by the number under KOR beta-arrestin-1 (largest number first): three of the compounds above
mol | KOR beta-arrestin-1
COCCCNC(=O)Cn1ncc2ccsc2c1=O | 12%
CCOc1ccc(S(=O)(=O)NCCC(=O)NCc2ccco2)cc1 | 9%
CC[n+]1c(C)cc2c(sc3ccccc32)c1C | -10%

# (listing goes on)
# Under each structure: KOR beta-arrestin-1	KOR beta-arrestin-2	GPR55 LPI antagonism	T cell HTS	T cell HTS vesicle-bound %	GPR55 activation	PhoP inhibition	NTR1 ag	NTR1 ag cell count 20 µM	GPR35 antagonists	West Nile virus CPE
COP(=O)(OC)C(Nc1cc(Cl)cc(Cl)c1)c1cccc(O)c1 (stereo unspecified)
→ -42%[20 µM]	0.6%	-5%	i	45	-0.1%	-4%	-1.5	76	-14%	-0.7%
Cc1cccc(NC(=O)Cn2cnc3c(oc4ccccc43)c2=O)c1C
→ 22%	-5.3%	9%	i	43	0.0%	-8%	-2.1	64	0%	1.2%
O=C(N/N=C/c1ccc(N2CCOCC2)o1)c1cccc([N+](=O)[O-])c1
→ 18%	-0.4%	6%	i	44	-0.5%	10%	0.9	72	6%	-0.1%
O=C(c1ccco1)N1CCN(S(=O)(=O)c2ccccc2)CC1
→ 33%[20 µM]	-7.5%	1%	i	56	-0.2%	-2%	0.1	51	-8%	-0.2%
COc1ccc(/C=C2\CCc3ccccc3C2=O)cc1CN1CCOCC1
→ 26%	-2.5%	23%	i	43	-0.1%	-3%	3.8	53	7%	-1.1%
COc1ccc(NC(=S)NCc2ccccc2Cl)c(OC)c1
→ -39%[20 µM]	-0.3%	4%	i	54	-0.4%	-2%	1.2	64	-11%	-1.4%
CCOC(=O)C/C(C)=N/NC(=O)COc1ccccc1C
→ 7%	-3.0%	0%	i	47	-0.2%	2%	1.0	48	-3%	0.4%
COC(=O)c1ccc(NC(=O)C(OC)c2ccccc2)cc1 (stereo unspecified)
→ -75%[20 µM]	-2.9%	-12%	i	38	-0.1%	5%	1.0	37	-2%	0.2%
CN1C2CCC1/C(=C\c1ccccc1Cl)C(=O)/C2=C\c1ccccc1Cl
→ 22%	-1.7%	-5%	x	x	0.0%	-2%	x	x	-4%	0.6%
CC(=O)c1ccc(NC(=O)c2cc(C)nc3ccccc23)cc1
→ -1%	0.0%	-3%	i	50	-0.2%	7%	-0.6	68	14%	0.6%
O=C(NCCCN1CCOCC1)c1ccc(Cl)cc1Cl
→ 8%[20 µM]	-5.3%	-1%	i	52	0.3%	3%	0.7	71	-6%	-0.6%

# Screening results (PubChem BioAssay)
